VIM-2 inhibitor = blocks Pseudomonas aeruginosa VIM-2 metallo-beta-lactamase | purified VIM-2, nitrocefin hydrolysis, epi-absorbance fluorescence | inhibition, % at 5.6 µM | actives 0.89% (n = 290,000);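 active = inhibition above the mean of all tested compounds plus 3 SD, cutoff set per screening run, cut at about 7.5% in these data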;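 also: red hydrolysis product quenches plate fluorescence so inhibitors raise well fluorescence; 0% = enzyme with DMSO and 100% = DMSO without enzyme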
IDE act = boosts human insulin-degrading enzyme activity in HEK cells; FAbeta-B cleavage, fluorescence polarization; 0% vehicle, 100% cell-free pure enzyme wells; actives 0.073% (n = 340,000); P14735; activation, % at 5.96 µM; AID 493087;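 active = activation above the mean of all tested compounds plus 3 SD, set per screening campaign, cut at about 17% in these data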
Target sequence (P14735 whole entry, looked up): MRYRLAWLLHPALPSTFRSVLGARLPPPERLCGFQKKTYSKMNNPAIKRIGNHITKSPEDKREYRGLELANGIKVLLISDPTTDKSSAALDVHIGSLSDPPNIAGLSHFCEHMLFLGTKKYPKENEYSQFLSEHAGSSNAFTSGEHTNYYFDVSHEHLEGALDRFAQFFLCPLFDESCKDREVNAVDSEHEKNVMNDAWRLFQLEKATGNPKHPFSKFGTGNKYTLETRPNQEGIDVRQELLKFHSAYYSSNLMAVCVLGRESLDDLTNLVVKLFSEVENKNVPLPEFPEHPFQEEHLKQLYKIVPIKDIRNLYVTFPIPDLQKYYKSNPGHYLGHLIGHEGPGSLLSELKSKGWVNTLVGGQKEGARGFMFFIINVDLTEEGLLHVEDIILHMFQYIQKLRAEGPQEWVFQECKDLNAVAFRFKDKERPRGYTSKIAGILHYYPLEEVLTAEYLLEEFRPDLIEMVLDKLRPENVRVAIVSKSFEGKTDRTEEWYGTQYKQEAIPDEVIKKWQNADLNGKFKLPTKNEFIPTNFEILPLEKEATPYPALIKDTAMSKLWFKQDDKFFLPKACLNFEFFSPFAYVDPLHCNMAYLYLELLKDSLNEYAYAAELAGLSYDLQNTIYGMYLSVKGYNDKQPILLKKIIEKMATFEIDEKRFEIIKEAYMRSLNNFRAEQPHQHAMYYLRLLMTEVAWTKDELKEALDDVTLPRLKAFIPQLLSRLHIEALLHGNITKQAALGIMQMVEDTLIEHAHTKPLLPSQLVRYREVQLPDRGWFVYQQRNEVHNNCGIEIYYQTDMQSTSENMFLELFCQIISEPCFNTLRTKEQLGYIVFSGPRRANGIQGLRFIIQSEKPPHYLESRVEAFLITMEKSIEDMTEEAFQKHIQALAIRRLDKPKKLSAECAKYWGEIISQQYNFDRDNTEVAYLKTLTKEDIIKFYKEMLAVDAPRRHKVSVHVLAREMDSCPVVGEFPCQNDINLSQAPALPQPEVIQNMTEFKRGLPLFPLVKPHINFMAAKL
DNA FID counter = displaces DNA intercalator in HCV helicase counter-screen. DNA fluorescent intercalator displacement, fluorescence. inhibition, % at 7.9 µM. actives 0.17% (n = 290,000); in the data active = inhibition above about 37%;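 also: 0% = vehicle and 100% = reference compound; higher means more ethidium bromide displaced from hairpin DNA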
HCV NS3 hel inh = blocks Hepatitis C virus NS3 helicase unwinding; actives 0.56% (n = 290,000); NS3 helicase DNA unwinding, Cy5 molecular beacon fluorescence; AID 1800; inhibition, % at 10.9 µM;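 active = inhibition above the mean of all tested compounds plus 3 SD, set per campaign, cut at about 35% in these data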;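 also: 0% = DMSO wells and 100% = thioflavine S control wells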
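test system = hepatitis C virus NS3 helicase domain fragment enzyme | reagent = annealed dual-labelled DNA beacon duplex, ATP-started | times = 1 h at 25 °C | detection = Cy5 fluorescence, 0 and 60 min reads | read-out basis = percent inhibition from t60/t0 fluorescence ratio | control set = DMSO and thioflavine S | replication = one well per compound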
p-CIP stab down = lowers stability of the mouse p/CIP coactivator protein | Q05BA5 | F442A p/CIP-EGFP cells, EGFP fluorescence, 16 h | decrease of EGFP signal, % at 10 µM | actives 0.01% (n = 290,000);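 active = EGFP signal decrease of at least 30% at 10 µM or well 3 SD below plate mean, unless failing retest; inactive = the rest, including hits failing retest or dose response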; also: some compounds called inactive have numbers as strong as hits; many of its hits are not listed in these tables
SUMO HTRF inh = inhibitors of human SUMOylation (UBC9); actives 0.36% (n = 290,000); P63279; HTRF SUMOylation assay, SAE1/SAE2 + UBC9, in vitro; inhibition, % at 35 µM; in the data active = inhibition above about 50%, passing the limit was not always enough; also: strong numbers were not always called active
IMP-1 inh = blocks Pseudomonas aeruginosa IMP-1 metallo-beta-lactamase. actives 0.45% (n = 290,000). inhibition, % at 5.6 µM. purified IMP-1, nitrocefin hydrolysis, epi-absorbance fluorescence;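 active = inhibition above the mean plus 3 SD of all compounds in the same screening run, cut at about 4.5% in these data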;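 also: 0% = IMP-1 with DMSO and 100% = DMSO wells lacking enzyme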
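System – purified recombinant IMP-1 beta-lactamase · Input – IMP-1 dispensed at 0.2 nM · Timing – 15 min preincubation plus 25 min reaction at 25 °C · Signal – Epi-absorbance fluorescence, 480 nm excitation, 530 nm emission · Measure – percent IMP-1 inhibition derived from blank-referenced optical density · Controls – Enzyme-plus-DMSO low control, enzyme-free DMSO high control · Replication – singlicate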
MEKK3 PB1 HTS = raises or lowers MEK5 binding to the human MEKK3 PB1 domain; bead-based flow cytometry, Alexa488-MEK5 binding to MEKK3; actives lie on both sides; 0 = blocked by unlabeled MEK5, 100 = vehicle; binding response (% of control), % at 10 µM; actives 1.4% (n = 290,000); AID 1529;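 active = binding response more than 3 SD above or below the average of its plate-row segment, actives on both sides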;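 also: Alexa488 bead fluorescence after subtracting the streptavidin-only scavenger bead signal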
PHOSPHO1 inh = PHOSPHO1 (human) inhibition | actives 1.1% (n = 290,000) | inhibition, % at 13.3 µM | recombinant PHOSPHO1, absorbance phosphatase assay; in the data active = inhibition above about 60%
Active calls of the source: *. The list is partial; the hit share may differ from the screen's.

Results for COc1ccc(C2=NC(C)(C)Cc3cc(OC)c(OC)cc32)cc1OC ?
VIM-2 inhibitor: -3.4; IDE act: -2; DNA FID counter: 3; HCV NS3 hel inh: 2; p-CIP stab down: -3; SUMO HTRF inh: 10; IMP-1 inh: -2.6; MEKK3 PB1 HTS: 104; PHOSPHO1 inh: 41

Results for CCc1ccc(O)c(N=Cc2cccc(C)c2O)c1 ?
VIM-2 inhibitor: -1.8; IDE act: 6; DNA FID counter: -4; HCV NS3 hel inh: 16; p-CIP stab down: -10; SUMO HTRF inh: 14; IMP-1 inh: -3.1; MEKK3 PB1 HTS: 91; PHOSPHO1 inh: 2

How did O=C(NCCc1ccc(C(F)(F)F)cc1)C1CCC(=O)N(CCCN2CCCC2=O)C1 (stereo not given) do in these assays?
VIM-2 inhibitor: 0.3; IDE act: 4; DNA FID counter: -12; HCV NS3 hel inh: -6; p-CIP stab down: 6; SUMO HTRF inh: 9; IMP-1 inh: 0.2; MEKK3 PB1 HTS: 98; PHOSPHO1 inh: 44

Results for Cc1ccccc1CC1(CO)CCCN(C(=O)c2cccc(Cl)c2)C1 (stereo not given) ?
VIM-2 inhibitor: -3.7; IDE act: 9; DNA FID counter: -31; HCV NS3 hel inh: 6; p-CIP stab down: 5; SUMO HTRF inh: -4; IMP-1 inh: -2.8; MEKK3 PB1 HTS: 100; PHOSPHO1 inh: 44

Results for CCOC(=O)C1(CC/C(C)=N\NC(N)=O)CC(C)OC1=O (stereo not given) ?
VIM-2 inhibitor: -5.2; IDE act: 3; DNA FID counter: -6; HCV NS3 hel inh: 0; p-CIP stab down: -5; SUMO HTRF inh: -1; IMP-1 inh: -3.8; MEKK3 PB1 HTS: 97; PHOSPHO1 inh: -2

How did c1ccc(OCCCc2nc(-c3ccccn3)no2)cc1 do in these assays?
VIM-2 inhibitor: -2.2; IDE act: 0; DNA FID counter: -5; HCV NS3 hel inh: -1; p-CIP stab down: -3; SUMO HTRF inh: 17; IMP-1 inh: 1.7; MEKK3 PB1 HTS: 101; PHOSPHO1 inh: 17

How did O=C(c1ccc2c(=O)n(Cc3ccc4c(c3)OCO4)c(=O)[nH]c2c1)N1CCN(c2ccccc2)CC1 do in these assays?
VIM-2 inhibitor: -1.1; IDE act: 5; DNA FID counter: -4; HCV NS3 hel inh: 0; p-CIP stab down: 12; SUMO HTRF inh: 6; IMP-1 inh: -1.9; MEKK3 PB1 HTS: 108; PHOSPHO1 inh: 53

How did CCOc1ccc(OCC)c(-c2c(=O)n(OCc3ccc(C(C)(C)C)cc3)c3ccccc3[n+]2[O-])c1 do in these assays?
VIM-2 inhibitor: 0.8; IDE act: 12; DNA FID counter: -8; HCV NS3 hel inh: 3; p-CIP stab down: -3; SUMO HTRF inh: -20; IMP-1 inh: -1.8; MEKK3 PB1 HTS: 101; PHOSPHO1 inh: 5

How did COc1ccc(-c2c3c(=O)n(C)c(=O)n(C)c3cn2-c2cccc(OC)c2)cc1 do in these assays?
VIM-2 inhibitor: -3.1; IDE act: 2; DNA FID counter: -2; HCV NS3 hel inh: -3; p-CIP stab down: -5; SUMO HTRF inh: -7; IMP-1 inh: -3.3; MEKK3 PB1 HTS: 96; PHOSPHO1 inh: -14

What do the screens show for `CC(C)[C@H](NC(=O)N1CC(=O)Nc2ccccc21)C(=O)N[C@@H](C(=O)O)c1ccccc1`?
VIM-2 inhibitor: 0.8; IDE act: 3; DNA FID counter: -41; HCV NS3 hel inh: 1; p-CIP stab down: 13; SUMO HTRF inh: -7; IMP-1 inh: -1.4; MEKK3 PB1 HTS: 103; PHOSPHO1 inh: 13

What do the screens show for `COC(=O)c1ccc(NC(=O)CC(=O)Nc2ccc(C(=O)OC)cc2)cc1`?
VIM-2 inhibitor: -3.4; IDE act: -5; DNA FID counter: -4; HCV NS3 hel inh: 3; p-CIP stab down: 9; SUMO HTRF inh: -18; IMP-1 inh: -1.0; MEKK3 PB1 HTS: 106; PHOSPHO1 inh: 33

How did O=C(CN(CCO)c1ccccc1)Nc1ccc(Cl)c(S(=O)(=O)N2CCOCC2)c1 do in these assays?
VIM-2 inhibitor: -1.0; IDE act: 4; DNA FID counter: -18; HCV NS3 hel inh: 0; p-CIP stab down: -4; SUMO HTRF inh: 7; IMP-1 inh: -4.6; MEKK3 PB1 HTS: 100; PHOSPHO1 inh: 42

Results for Cc1ccc(-c2cc(C(F)(F)F)n3nc(C(=O)Nc4c(C)n(C)n(-c5ccccc5)c4=O)cc3n2)cc1 ?
VIM-2 inhibitor: -6.8; IDE act: -2; DNA FID counter: -10; HCV NS3 hel inh: 6; p-CIP stab down: -1; SUMO HTRF inh: 16; IMP-1 inh: -0.6; MEKK3 PB1 HTS: 102; PHOSPHO1 inh: 3

Results for Cc1ccc(CNC(=O)C2C3C=CC(C3)C2C(=O)O)cc1 (stereo not given) ?
VIM-2 inhibitor: -2.9; IDE act: 5; DNA FID counter: -3; HCV NS3 hel inh: 1; p-CIP stab down: -9; SUMO HTRF inh: -8; IMP-1 inh: 0.5; MEKK3 PB1 HTS: 99; PHOSPHO1 inh: 6

What do the screens show for `COc1cccc(C(=O)NCc2cn3ccsc3n2)c1`?
VIM-2 inhibitor: -0.6; IDE act: -2; DNA FID counter: -3; HCV NS3 hel inh: 1; p-CIP stab down: 1; SUMO HTRF inh: 0; IMP-1 inh: -2.5; MEKK3 PB1 HTS: 107; PHOSPHO1 inh: 3

Results for COc1ccc(-c2nc(CS(=O)CC(=O)N3CCN(C)CC3)c(C)o2)cc1OC (stereo not given) ?
VIM-2 inhibitor: 0.2; IDE act: 2; DNA FID counter: -4; HCV NS3 hel inh: 3; p-CIP stab down: -13; SUMO HTRF inh: 18; IMP-1 inh: -0.6; MEKK3 PB1 HTS: 100; PHOSPHO1 inh: 30

What do the screens show for `CC(=O)Nc1nnc(COc2ccc(Cl)cc2)s1`?
VIM-2 inhibitor: -3.5; IDE act: 1; DNA FID counter: 0; HCV NS3 hel inh: 1; p-CIP stab down: 18; SUMO HTRF inh: -3; IMP-1 inh: -2.1; MEKK3 PB1 HTS: 102; PHOSPHO1 inh: 24

Results for COc1ccc(/C=N/NC(=S)SC)cc1OC ?
VIM-2 inhibitor: -4.3; IDE act: 1; DNA FID counter: -1; HCV NS3 hel inh: -2; p-CIP stab down: 4; SUMO HTRF inh: 16; IMP-1 inh: -2.6; MEKK3 PB1 HTS: 99; PHOSPHO1 inh: -5

What do the screens show for `CN1c2ccccc2C(C)(C)C12CC(c1ccc(S(=O)(=O)N3CCCCC3)cc1)=NO2` (stereo not given)?
VIM-2 inhibitor: 3.8; IDE act: -2; DNA FID counter: -2; HCV NS3 hel inh: 2; p-CIP stab down: 5; SUMO HTRF inh: -14; IMP-1 inh: -0.9; MEKK3 PB1 HTS: 109; PHOSPHO1 inh: 9

What do the screens show for `N#CC1=C(N)OC2=C(CCc3ccccc32)C1c1ccccc1Cl` (stereo not given)?
VIM-2 inhibitor: 1.4; IDE act: 2; DNA FID counter: -23; HCV NS3 hel inh: 6; p-CIP stab down: -8; SUMO HTRF inh: 24; IMP-1 inh: -1.6; MEKK3 PB1 HTS: 144*; PHOSPHO1 inh: -2

What do the screens show for `O=C(Nc1ccccc1C(=O)N1CCCCC1)NC1CCCCC1`?
VIM-2 inhibitor: -2.6; IDE act: 3; DNA FID counter: -2; HCV NS3 hel inh: -3; p-CIP stab down: -6; SUMO HTRF inh: 11; IMP-1 inh: -2.6; MEKK3 PB1 HTS: 97; PHOSPHO1 inh: 30

Results for COc1cccc(OC)c1C(=O)NC(=S)Nc1ccc2c(c1)OCCO2 ?
VIM-2 inhibitor: 0.3; IDE act: 6; DNA FID counter: -10; HCV NS3 hel inh: 22; p-CIP stab down: 14; SUMO HTRF inh: -8; IMP-1 inh: -0.7; MEKK3 PB1 HTS: 141*; PHOSPHO1 inh: -19

How did Cc1ccc(NC(=O)CN2C(=O)NC(C)(CCc3ccccc3)C2=O)cc1 (stereo not given) do in these assays?
VIM-2 inhibitor: -1.5; IDE act: -1; DNA FID counter: -14; HCV NS3 hel inh: -3; p-CIP stab down: 2; SUMO HTRF inh: -3; IMP-1 inh: -2.5; MEKK3 PB1 HTS: 103; PHOSPHO1 inh: 24

Results for Cc1ccc(S(=O)(=O)NCC(=O)N2CCN(c3ccccc3F)CC2)cc1 ?
VIM-2 inhibitor: -1.6; IDE act: 5; DNA FID counter: -27; HCV NS3 hel inh: 1; p-CIP stab down: 11; SUMO HTRF inh: 0; IMP-1 inh: -1.2; MEKK3 PB1 HTS: 97; PHOSPHO1 inh: 2

How did O=C(NCc1ccc(F)cc1)C(c1cccs1)N(C(=O)c1csnn1)C1CC1 (stereo not given) do in these assays?
VIM-2 inhibitor: -2.0; IDE act: 3; DNA FID counter: -2; HCV NS3 hel inh: 3; p-CIP stab down: -6; SUMO HTRF inh: -19; IMP-1 inh: 2.3; MEKK3 PB1 HTS: 97; PHOSPHO1 inh: 1

Results for CC[C@H](C)[C@H](NC(=O)c1ccccc1)C(=O)NC(CC(=O)O)c1ccc(F)cc1 (stereo not given in full) ?
VIM-2 inhibitor: -1.8; IDE act: 4; DNA FID counter: -18; HCV NS3 hel inh: -3; p-CIP stab down: 1; SUMO HTRF inh: -3; IMP-1 inh: -0.6; MEKK3 PB1 HTS: 104; PHOSPHO1 inh: 11

How did CCOc1ccc(S(=O)(=O)n2ccc(C)n2)cc1 do in these assays?
VIM-2 inhibitor: -1.0; IDE act: 2; DNA FID counter: -3; HCV NS3 hel inh: 2; p-CIP stab down: -11; SUMO HTRF inh: -2; IMP-1 inh: -1.0; MEKK3 PB1 HTS: 108; PHOSPHO1 inh: -11

How did CC(C)c1ccc(NS(=O)(=O)c2ccc3c(c2)oc(=O)n3C)cc1 do in these assays?
VIM-2 inhibitor: -1.8; IDE act: -1; DNA FID counter: -17; HCV NS3 hel inh: -15; p-CIP stab down: -11; SUMO HTRF inh: 0; IMP-1 inh: -1.2; MEKK3 PB1 HTS: 104; PHOSPHO1 inh: 28

How did CCOC(=O)CNc1nc(C(C)(C)C)nc2c1nnn2Cc1ccccc1Cl do in these assays?
VIM-2 inhibitor: -0.9; IDE act: -1; DNA FID counter: -3; HCV NS3 hel inh: -2; p-CIP stab down: -10; SUMO HTRF inh: 3; IMP-1 inh: -3.6; MEKK3 PB1 HTS: 106; PHOSPHO1 inh: -12

2 entries picked at random from the list so far, as already listed:
How did CCOC(=O)CNc1nc(C(C)(C)C)nc2c1nnn2Cc1ccccc1Cl do in these assays?
VIM-2 inhibitor: -0.9; IDE act: -1; DNA FID counter: -3; HCV NS3 hel inh: -2; p-CIP stab down: -10; SUMO HTRF inh: 3; IMP-1 inh: -3.6; MEKK3 PB1 HTS: 106; PHOSPHO1 inh: -12

How did CC(C)c1ccc(NS(=O)(=O)c2ccc3c(c2)oc(=O)n3C)cc1 do in these assays?
VIM-2 inhibitor: -1.8; IDE act: -1; DNA FID counter: -17; HCV NS3 hel inh: -15; p-CIP stab down: -11; SUMO HTRF inh: 0; IMP-1 inh: -1.2; MEKK3 PB1 HTS: 104; PHOSPHO1 inh: 28

High-throughput results from PubChem.
